# A549 tox – Nrf2 qHTS screen for inhibitors: counterscreen for cytotoxicity; A549 ARE-Fluc cells, CellTiter-Fluor viability, 18-24 h; Potency, µM (titrated, usually from 46 µM), for inactives: top-dose activity change, negative = cytotoxicity, hits mostly inhibitors; hit rate 0.16% among 390,000; AID 504648, 2011; note: potency is the fitted concentration of half-maximal effect; % is set by controls: 0 for no effect and ±100 for the full control effect
#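 A549 ARE-Fluc cells in 5% FBS OPTI-MEM, 5000 cells/well, rested 2 h then exposed to compounds in concentration-response for 18-24 h at 37 °C. Viability by CellTiter-Fluor fluorescence (Ex 405/Em 525) after 30 min; luciferase luminescence (BugLite, 15 min, RT) read afterwards.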
# MCF10A rereplic – A quantitative high throughput screen for small molecules that induce DNA re-replication in MCF 10a normal breast cells | MCF 10A DNA re-replication, Hoechst nuclear intensity, 48 h | Potency, µM (doses to about 46.1 µM), inactives show at the top dose activity, positive = re-replication, most hits filed as activators | hit rate 2.9% among 350,000 | AID 624296, 2012; note: potency is the fitted concentration of half-maximal effect; % of control where 0% means no effect; nearly all actives have a fitted effect of over 50% in size
# IL-1B inflam inh – qHTS for Inhibitors of Inflammasome Signaling: IL-1-beta AlphaLISA Primary Screen; THP-1 LPS/ATP IL-1B secretion, AlphaLISA, 16 h; active compounds read low; activity change, % at 57.5 µM; hit rate 4.7% among 360,000; in the data active = activity change below about -50%; inconclusive = mostly about -30% to -49%; note: % is set by controls: 0 for no effect and ±100 for the full control effect
#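 Secreted IL-1B measured by AlphaLISA bead assay after 16 h compound exposure of THP-1 cells; compounds (final up to 57.5 uM) added 1 h before LPS (250 ng/mL) and ATP (1.25 mM) stimulation; lower signal means less secretion.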
# Nrf2 activator – qHTS of Nrf2 Activators; AREc32 ARE-luciferase reporter (MCF7-derived line), luminescence, 24 h; Potency, µM (highest dose often 46.1 µM), inactives show top-dose activation, hits mostly activators; hit rate 0.31% among 410,000; AID 624171, 2012; note: potency is the fitted concentration of half-maximal effect; % of control where 0% means no effect; nearly all actives have a fitted effect of over 65% in size
#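 AREc32 cells carrying an ARE-driven firefly luciferase reporter were seeded at 1000 cells/well in OPTI-MEM with 5% FBS, then exposed to compound for 24 hr at 37 deg C. Luminescence was read with Steady-Glo after 30 min at RT.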
# HepG2 viability – qHTS for Inhibitors of TGF-b: Cytotox Counterscreen; HepG2 CAGA-GFP viability, ATP luminescence, 18 h; Potency, µM (series often up to 46.1 µM), inactives show top-dose activity change, negative = cytotoxicity, usual class: cytotoxic; AID 588856, 2011; hit rate 0.76% among 410,000; note: potency is the fitted concentration of half-maximal effect; some results filed as inactive show a strong effect at the top dose
#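 HepG2 CAGA-GFP cells (1000/well, DMEM with 1% FBS) received compound, then TGF-beta at 500 pg/mL final, and were incubated 18 hours at 37 degrees C. Viability was read by CellTiter-Glo luminescence. Media-only wells were set as complete cell-killing and DMSO as no toxicity.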
# S2 tox – Viability Counterscreen for Primary qHTS for Inhibitors of ATXN expression; hit rate 0.49% among 400,000; Potency, µM (titrated, usually from 56.7 µM), hits mostly cytotoxic; S2 cells (HEK-293 line with an ATXN2-luciferase reporter) viability, CellTiter-Fluor protease fluorescence, 24 h; note: potency is the fitted concentration of half-maximal effect; nearly all actives have a fitted effect of over 40% in size
# ATXN2 expr inh – Primary qHTS for Inhibitors of ATXN expression. HEK-293 ATXN2-luciferase reporter, luminescence, 24 h. Potency, µM (highest dose often 57 µM), for inactives: top-dose activity change, negative = inhibition, usual class: inhibitors. hit rate 0.72% among 360,000. AID 1745845, 2022; note: potency is the fitted concentration of half-maximal effect; % is set by controls: 0 for no effect and ±100 for the full control effect; nearly all actives have a fitted effect of over 55% in size
#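 ATXN2-luciferase reporter cells (luciferase flanked by upstream and downstream ATXN2 gene portions) were treated 24 h at 37 °C with compounds at up to 57 uM. SteadyGlo luminescence gave expression; GF-AFC fluorescence gave viability.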
# TGFb SMAD3 inh – qHTS for Inhibitors of TGF-b | HepG2 CAGA-GFP TGF-b/SMAD3 reporter, GFP fluorescence, 18 h; TGF-beta stimulated, 500 pg/mL final | Potency, µM (highest dose often 46.1 µM), inactives show at the top dose activity, negative = inhibition, hits mostly inhibitors | hit rate 1.2% among 410,000 | AID 588855, 2011; note: potency is the fitted concentration of half-maximal effect; % is set by controls: 0 for no effect and ±100 for the full control effect; nearly all actives have a fitted effect of over 65% in size
#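 HEPG2 CAGA-GFP, 1000 cells/well; 2 h settle, 37 C; cpd via pin tool; TGF-b 500 pg/mL final; 18 h, 37 C; GFP imaging ex488/em500-530; %Activity normalised to -TGF-b and +DMSO controls; CRC fit, curve class.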
# Nrf2 inh – Nrf2 qHTS screen for inhibitors | A549 ARE-Fluc reporter, luciferase luminescence, 18-24 h | Potency, µM (highest dose often 46 µM), for inactives: at the highest dose activity change, negative = inhibition, most hits filed as inhibitors | hit rate 2.1% among 360,000; note: potency is the fitted concentration of half-maximal effect; % is set by controls: 0 for no effect and ±100 for the full control effect; nearly all actives have a fitted effect of over 60% in size
#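 Quantitative HTS in A549 cells stably bearing an antioxidant response element-firefly luciferase construct. Inhibition of Nrf2-driven transcription was scored by luminescence after 18-24 h of compound exposure at 37 °C.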
# Active calls of the source: *; i = inactive; ? = inconclusive; · = no result given; & = joins results of further samples; [ ] = another dose, or the depositor's remark. Unless noted, calls come from the whole dose curve; as a rule, active = well fitted curve in the direction sought with a large enough effect; inconclusive = small, poorly fitted or top-dose-only effect, or another doubt; inactive = no such curve, though single readings can be large; an effect the other way counts as inactive or inconclusive.
SMILES,A549 tox,MCF10A rereplic,IL-1B inflam inh,Nrf2 activator,HepG2 viability,S2 tox,ATXN2 expr inh,TGFb SMAD3 inh,Nrf2 inh
CC(C)(C)OC(=O)NCCC(=O)Oc1ccc2ccc(=O)oc2c1,-3%,5%,12,-0.2%,-22%,?,6%,11%,-9%
CCCCN(CC)CCNC(=O)c1cc2c(=O)oc3ccc(C)cc3c2s1,13%,·,·,0.1%,-4%,i,1%,-3%,2%
Cc1nc(SCC(=O)Nc2cccc(Cl)c2)n[nH]1,4%,1%,-10,-1.6%,2%,i,2%,15%,7%
CCCCn1nnnc1C1(C)CCC(=O)N1Cc1cccc(F)c1 (stereo not given),·,·,31,0.6%,·,i,13%,·,·
O=C(Nc1ccccc1F)C1CC1c1ccccc1 (stereo not given),0%,0%,-2,0.0%,10%,i,7%,-1%,21%
CC1CCN(c2nc3ccc(C(=O)NCCc4ccc(S(N)(=O)=O)cc4)cc3s2)CC1,0%,·,·,3.4%,5%,i,44%[activator],-14%,?
O=C1c2ccccc2CSc2c(O)cccc21,-9%,-1%,-64*,-0.2%,12%,i,4%,-7%,-6%
OCCC1CN(Cc2ccccc2O)CCN1CCCc1ccccc1 (stereo not given),?,7%,17,6.4%,-28%,i,·,-8%,7%
O=C(CSc1nnc(COc2ccc(Cl)cc2Cl)o1)Nc1ccccn1,9%,-11%,i,-0.4%,13%,i,-5%,7%,1%
CCOC(=O)N1CCN(C(=S)Nc2cccc(C)c2C)CC1,-1%,1%,5,-0.6%,11%,?,4%,2%,-8%
CC(=O)Nc1ccc(CCNC(=O)c2ccc3ccccc3c2O)cc1,0%,?,25,2.2%,-21%,i,103%[activator],-25%,?
Cc1ccccc1Nc1n[nH]c(C)c1[N+](=O)[O-],1%,23%,31,7.0%,-10%,i,18%,1%,13%
O=C(Cn1c(=O)n(-c2ccccc2Cl)c(=O)c2sc3ccccc3c21)NC1CCCC1,?,·,·,-0.3%,2%,?,1%,-2%,-10%
Cc1nc(CC(=O)Nc2cc(Cl)ccc2C)cs1,4%,·,·,0.9%,-1%,·,·,-1%,17%
CC(C)(C)c1ccc(C(=O)NCC(c2ccco2)S(=O)(=O)c2ccccc2)cc1 (stereo not given),-3%,·,·,0.2%,-25%,?,?,-20%,·
COc1ccc(-n2cc(-c3ccccc3)[nH]c2=S)c(OC)c1,-11%,16µM*,?,0.2%,-13%,i,-23%,-11%,-36%
O=C(Nc1cccc2ncccc12)C(Cl)(Cl)Cl,-3%,-23%,23,-0.7%,-10%,i,-10%,3%,·
Cn1cc(CN2CCc3c([nH]c4ccccc34)C2C(C)(C)C)cn1 (stereo not given),1%,16%,0,3.6%,-8%,i,-20%,-23%,3%
CCc1nc2ccc(C(=O)NCCCN3CCCC3=O)cn2c1N(C)C(=O)COc1ccccc1,·,·,16,0.0%[9.22 µM],9%,i,18%,44%[activator],·
Cc1cc2c(c(C)c1Cl)C(c1ccc3c(c1)OCO3)CC(c1ccccc1)O2 (stereo not given),9%&8%,·,·,·,-1%&7%,·,·,?,19%&5%
COc1ccc(-c2cnnn2-c2ccc([N+](=O)[O-])cc2)cc1,2%,0%,-11,0.4%,-4%,i,9%,-1%,-12%
CCOC(=O)CCc1c(C)nc(SCCCn2c(=O)[nH]c3ccccc32)c(C#N)c1C,-3%,?,25,0.3%,0%,i,5%,-20%,5%
O=C(NCCCn1ccnc1)c1ccc2c(c1)OCCO2,-7%,-1%,7,-0.9%,0%,?,-8%,2%,15%
O=C1N=C(N2CCOCC2)CS1,2%,-9%,15,0.2%,3%,i,-10%,-3%,4%

# Continued; the last seven above are carried over.
SMILES,A549 tox,MCF10A rereplic,IL-1B inflam inh,Nrf2 activator,HepG2 viability,S2 tox,ATXN2 expr inh,TGFb SMAD3 inh,Nrf2 inh
Cn1cc(CN2CCc3c([nH]c4ccccc34)C2C(C)(C)C)cn1 (stereo not given),1%,16%,0,3.6%,-8%,i,-20%,-23%,3%
CCc1nc2ccc(C(=O)NCCCN3CCCC3=O)cn2c1N(C)C(=O)COc1ccccc1,·,·,16,0.0%[9.22 µM],9%,i,18%,44%[activator],·
Cc1cc2c(c(C)c1Cl)C(c1ccc3c(c1)OCO3)CC(c1ccccc1)O2 (stereo not given),9%&8%,·,·,·,-1%&7%,·,·,?,19%&5%
COc1ccc(-c2cnnn2-c2ccc([N+](=O)[O-])cc2)cc1,2%,0%,-11,0.4%,-4%,i,9%,-1%,-12%
CCOC(=O)CCc1c(C)nc(SCCCn2c(=O)[nH]c3ccccc32)c(C#N)c1C,-3%,?,25,0.3%,0%,i,5%,-20%,5%
O=C(NCCCn1ccnc1)c1ccc2c(c1)OCCO2,-7%,-1%,7,-0.9%,0%,?,-8%,2%,15%
O=C1N=C(N2CCOCC2)CS1,2%,-9%,15,0.2%,3%,i,-10%,-3%,4%
CC1CCN(S(=O)(=O)c2ccc(C(=O)Nc3ccccc3-c3nc4ccccc4[nH]3)cc2)CC1,-9%,2%,4,0.0%,-15%,i,4%,-26%,26µM*
Cc1cccc(-n2ncc3c(N4CCC(C)CC4)ncnc32)c1,-2%,-6%,?,0.1%,-20%,i,80%[activator],11%,?
CCC1C(=O)CC(c2ccco2)NC1c1ccco1 (stereo not given),-7%,-2%,-16,?,5%,i,3%,4%,-12%
CN(C)/C=C/C(=O)c1cnc2sccn2c1=O,-15%,1%,-10,0.7%,5%,i,17%,6%,11%
Cc1cccc(NC(=O)N(Cc2cc3cc(C)ccc3[nH]c2=O)CC2COCCO2)c1 (stereo not given),-7%,5%,-73*,3.8%,-10%,i,-19%,0%,-21%
O=C(Cn1c(=O)n(Cc2ccccc2)c(=O)c2oc3ccccc3c21)Nc1ccc(Cl)cc1,-1%,·,·,-0.7%,-18%,?,4%,-23%,8%
COc1cc(CC(=O)Nc2ccc3nc(SC)sc3c2)cc(OC)c1OC,0%,-3%,77,4.0%,-10%,i,·,-16%,-27%
O=C(CNS(=O)(=O)c1cccs1)Nc1ccc2c(c1)OCCO2,-10%,8%,16,2.0%,-5%,i,25%,?,?
O=C(c1cnn(C(=O)c2cccc(S(=O)(=O)N3CCOCC3)c2)c1)c1cc(Cl)cc(Cl)c1O,-11%,?,28,0.4%,0%,i,-6%,-14%,0%
CCCS(=O)(=O)NC(=O)C1(C)CCN(C(=O)c2oc3ccccc3c2C)C1 (stereo not given),·,·,16,-1.0%,-2%,i,-4%,14%,·
N#Cc1ccc(C(=O)NCCCSc2ccccc2)cc1,-1%,2%,14,-0.1%,-16%,i,-11%,-8%,-15%
O=S(=O)(c1ccc2c(c1)OCCO2)N1CCN(c2ncnc3sccc23)CC1,-29%,9%,-25,9.3%,-15%,?,?,?,2.3µM*

# Structural class: the compounds so far with a cyano group (two)
SMILES,A549 tox,MCF10A rereplic,IL-1B inflam inh,Nrf2 activator,HepG2 viability,S2 tox,ATXN2 expr inh,TGFb SMAD3 inh,Nrf2 inh
CCOC(=O)CCc1c(C)nc(SCCCn2c(=O)[nH]c3ccccc32)c(C#N)c1C,-3%,?,25,0.3%,0%,i,5%,-20%,5%
N#Cc1ccc(C(=O)NCCCSc2ccccc2)cc1,-1%,2%,14,-0.1%,-16%,i,-11%,-8%,-15%

# (list continues)
SMILES,A549 tox,MCF10A rereplic,IL-1B inflam inh,Nrf2 activator,HepG2 viability,S2 tox,ATXN2 expr inh,TGFb SMAD3 inh,Nrf2 inh
Cc1cc(C)c(NC(=O)C2CCCN2CCO)c(C)c1 (stereo not given),0%,-1%,11,-0.3%,6%,·,·,-17%,-2%
Cc1ccccc1CSCCNC(=O)c1ccc(Cl)c(S(=O)(=O)N2CCOCC2)c1,-3%,1%,-3,-0.6%,-19%,i,-16%,-22%,?
CCC(C)Oc1nc2c(c(=O)n(C)c(=O)n2C)n1C (stereo not given),-1%,4%,31,0.1%,1%,i,13%,-12%,19%
COc1ccc(C(=O)N2CCSC2=S)cc1OC,-11%,33%,0,0.1%,-16%,i,-12%,6%,-17%
CSc1nsc(SCC(=O)Nc2ccc(C(C)=O)cc2)n1,-8%,21%,21,17%,-3%,i,19%,-2%,?
O=C(CSc1nc(-c2ccco2)cc(C(F)(F)F)n1)NCCCN1CCOCC1,1%,1%,-10,0.4%,-7%,i,-11%,1%,-7%
Cc1ccccc1OCc1nc2ccccc2c(=O)n1/N=C/c1cn[nH]c1-c1ccc(Br)cc1,-9%,?,-23,-0.4%,-5%,i,-15%,2%,-27%
Cc1cc(C(=O)N/N=C/C=C/c2cccc([N+](=O)[O-])c2)n[nH]1,0%,0%,-3,-1.2%,-10%,i,·,2%,-7%
S=C(NC1CCCCC1)N1CCOCCOCCN(C(=S)NC2CCCCC2)CCOCCOCC1,?,2%,-9,0.4%,-13%,?,?,?,16µM*
Cc1ccc(S(=O)(=O)CCC(=O)O)cc1C,2%,-2%,-4,-0.5%,-8%,i,0%,-3%,6%
OCC1(CCc2ccccc2)CCCN(C/C=C/c2ccccc2)C1 (stereo not given),-1%,8%,?,0.8%,-27%,i,-19%,-13%,10%
Cc1ccc(C)c(N2N=C(C(=O)NCCN3C(=O)S/C(=C\c4cccnc4)C3=O)CCC2=O)c1,2%,4%,-8,0.4%,1%,i,6%,10%,-3%
CC(Oc1ccccc1)C(=O)Nc1ccc(S(=O)(=O)N2CCOCC2)cc1 (stereo not given),2%,0%,2,1.8%,-18%,i,1%,2%,-18%
Cc1nn(-c2ccc(C(=O)O)cc2)c(C)c1Oc1ccccc1O,5%,5%,47,0.1%,5%,i,42%[activator],0%,3%
